# PGK inhibitor: inhibitors of T. brucei phosphoglycerate kinase | AID 602233 | P07378 | PGK/GAPDH coupled, Kinase-Glo luminescence, 60 min | 380,000 tested, 0.043% active | Potency, µM (highest dose often 57.5 µM), for the others: top-dose activity change, negative = inhibition, most hits filed as inhibitors; note: potency is the fitted concentration of half-maximal effect; % is set by controls: 0 for no effect and ±100 for the full control effect; nearly all actives have a fitted effect of over 60% in size
#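 Recombinant glycosomal PGK reaction used 1,3-bisphosphoglycerate generated in-well by GAPDH (100nM final) in 100mM TEA pH 7.6, 5mM MgCl2, 0.01% Tween-20. After 60 minutes at room temperature, ATP was read by Kinase-Glo Plus luminescence end-point.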
# USP1-UAF1 inh: inhibitors of human USP1/UAF1 deubiquitinase | O94782 | recombinant USP1/UAF1, Ub-Rhodamine cleavage fluorescence | Potency, µM (titrated, usually from 57.1 µM), for inactives: top-dose activity change, negative = inhibition, usual class: inhibitors | 390,000 tested, 0.23% active; note: potency is the fitted concentration of half-maximal effect; % is set by controls: 0 for no effect and ±100 for the full control effect; nearly all actives have a fitted effect of over 60% in size; inactives centre near -12
# Target sequence (O94782 whole entry, looked up): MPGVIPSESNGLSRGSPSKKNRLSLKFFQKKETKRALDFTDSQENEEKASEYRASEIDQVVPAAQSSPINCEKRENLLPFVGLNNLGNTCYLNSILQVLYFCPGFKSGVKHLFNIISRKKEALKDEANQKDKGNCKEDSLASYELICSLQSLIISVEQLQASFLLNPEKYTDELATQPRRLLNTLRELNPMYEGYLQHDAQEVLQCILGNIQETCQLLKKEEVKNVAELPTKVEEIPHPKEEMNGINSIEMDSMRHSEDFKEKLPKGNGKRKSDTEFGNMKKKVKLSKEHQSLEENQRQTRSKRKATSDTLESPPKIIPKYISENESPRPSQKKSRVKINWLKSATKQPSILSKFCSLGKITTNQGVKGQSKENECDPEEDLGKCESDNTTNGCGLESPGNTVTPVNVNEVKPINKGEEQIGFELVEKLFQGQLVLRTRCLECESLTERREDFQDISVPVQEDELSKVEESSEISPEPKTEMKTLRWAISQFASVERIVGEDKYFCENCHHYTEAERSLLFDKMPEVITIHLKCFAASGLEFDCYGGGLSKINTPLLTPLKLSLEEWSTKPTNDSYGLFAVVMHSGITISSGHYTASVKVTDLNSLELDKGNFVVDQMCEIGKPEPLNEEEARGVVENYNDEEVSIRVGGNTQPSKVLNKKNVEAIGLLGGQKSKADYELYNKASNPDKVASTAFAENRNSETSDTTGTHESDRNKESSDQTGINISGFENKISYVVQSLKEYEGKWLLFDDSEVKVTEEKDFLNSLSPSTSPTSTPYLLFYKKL
#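 Step one: compound is pinned into 1nM USP1/UAF1 in HEPES pH 7.8 buffer with TCEP. Step two: 15 min room-temperature incubation. Step three: Ub-Rho (150nM final) starts cleavage, tracked by fluorescence over six one-minute reads.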
# Pin1 inh: human Pin1 inhibition. Q13526. Pin1 FP peptide displacement, HiFluor488, 10 min. Potency, µM (doses to about 115 µM), without a hit: at the highest dose activity, negative = inhibition, most hits filed as inhibitors. 390,000 tested, 0.009% active. AID 504891; active = well fitted inhibition curve with a large enough effect in the polarisation, with a control signal flat, not every such curve was filed as active; inconclusive = small, poorly fitted or top-dose-only effect, or effect the other way, or a change in a side signal; inactive = no such curve, though single readings can be large or run the other way; the % refers to the polarisation; note: potency is the fitted concentration of half-maximal effect; % is set by controls: 0 for no effect and ±100 for the full control effect
# Target sequence (Q13526 whole entry, looked up): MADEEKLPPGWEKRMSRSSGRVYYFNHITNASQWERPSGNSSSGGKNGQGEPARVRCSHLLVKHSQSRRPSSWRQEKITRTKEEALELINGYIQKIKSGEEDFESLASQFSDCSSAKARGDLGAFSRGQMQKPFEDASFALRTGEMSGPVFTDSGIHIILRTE
# HP1b chromo inh: HP1-beta chromodomain-methylated histone interaction inhibition; P83916; AlphaScreen HP1-beta / biotin-H3K9me3 peptide binding; Potency, µM (top dose mostly 114 µM), without a hit: top-dose activity change, negative = inhibition, actives largely listed as inhibitors; 390,000 tested, 0.56% active; AID 540317; note: potency is the fitted concentration of half-maximal effect; nearly all actives have a fitted effect of over 70% in size; inactives centre near 23
#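 HP1-beta protein (50 nM final) preincubated 30 min at room temperature with biotinylated H3(1-18)K9me3 peptide (50 nM) in PBS pH 7.4, 0.01% Tween-20, then compound added for 30 min. AlphaScreen streptavidin donor/nickel chelate acceptor beads (10 ug/mL final), 30 min dark, luminescence read.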
# IDH1 R132H inh: human IDH1 R132H inhibition; IDH1-R132H enzyme, NADPH consumption, diaphorase/resazurin fluorescence; Potency, µM (top dose mostly 76.6 µM), inactives show at the top dose activity change, negative = inhibition, actives largely listed as inhibitors; 390,000 tested, 0.093% active; AID 602179; note: potency is the fitted concentration of half-maximal effect; % is set by controls: 0 for no effect and ±100 for the full control effect; nearly all actives have a fitted effect of over 65% in size
#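 IDH1-R132H (0.5 ug/mL dispensed) in pH 7.5 Tris buffer was preincubated 30 min with compound, then given a substrate mix of 0.016 mM NADPH and 2 mM alpha-KG for 80 min at room temperature; remaining NADPH was read by diaphorase/resazurin fluorescence.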
# GLS inhibitor: glutaminase GLS (human) inhibition; AID 624170; 410,000 tested, 0.21% active; GLS enzymatic activity, qHTS titration; Potency, µM (doses to about 45.5 µM), without a hit: at the highest dose activity change, negative = inhibition, usual class: inhibitors; O94925; note: potency is the fitted concentration of half-maximal effect; % is set by controls: 0 for no effect and ±100 for the full control effect
#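 Coupled fluorescence readout: glutamate oxidase/HRP/Amplex Red detect glutamate formed by hKGA from L-glutamine (1 mM solution added). Buffer 45 mM KH2PO4 pH 8.2, 0.02% Tween-20; reads at t0 and 30 min RT.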
# rTrxR1 inhibitor: rat TrxR1 inhibition; O89049; recombinant rTrxR1, NADPH fluorescence consumption, selenite substrate; Potency, µM (doses to about 114 µM), without a hit: at the highest dose activity change, negative = inhibition, most hits filed as inhibitors; 390,000 tested, 1% active; AID 588453; note: potency is the fitted concentration of half-maximal effect; % is set by controls: 0 for no effect and ±100 for the full control effect; nearly all actives have a fitted effect of over 65% in size
#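 Rat TrxR1 (90 nM in the dispensed reagent) was pre-reduced with 400 uM NADPH for 5 min at room temperature, then incubated with compound for 15 min. After 400 uM selenite was added, NADPH fluorescence (Ex 340/Em 450 nm) was followed for 8 min.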
# TrxR1 substrate: is turned over as a substrate by rat TrxR1 | O89049 | purified TrxR1 substrate turnover, NADPH consumption readout | Potency, µM (highest dose often 114 µM), for inactives: top-dose activity change, negative = substrate turnover | 390,000 tested, 0.01% active; note: potency is the fitted concentration of half-maximal effect; % is set by controls: 0 for no effect and ±100 for the full control effect; nearly all actives have a fitted effect of over 50% in size
#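 Rat TrxR1, dispensed at 90 nM, was prereduced with 400 uM NADPH (final) for 5 min at ~22 deg C, then incubated with compound 15 min before 400 uM selenite. A first-read NADPH fluorescence drop versus no-compound background flagged substrates.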
# PI4K2A inh: inhibitors of human PI4K2A; AID 1346378; activity change, negative = inhibition, % at 76.9 µM; 420,000 tested, 0.13% active; purified PI4K2A, ADP-Glo luminescence, 1 h; hits give low values; in the data active = activity change below about -50%; inconclusive = mostly about -30% to -49%;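 note: -100% = wells without enzyme as full effect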
#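 PI4K2A activity was measured by ADP-Glo luminescence: enzyme (4 ug/mL stock) and phosphatidylinositol (1.2 mM stock) in Tris pH 7.5/MgCl2/EGTA/Triton X-100 buffer were reacted with ATP (300 microM stock) for one hour at ambient temperature.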
# Active calls of the source: *; i = inactive; ? = inconclusive; · = no result given; & = joins results of further samples; [ ] = another dose, or the depositor's remark. Unless noted, calls come from the whole dose curve; as a rule, active = well fitted curve in the direction sought with a large enough effect; inconclusive = small, poorly fitted or top-dose-only effect, or another doubt; inactive = no such curve, though single readings can be large; an effect the other way counts as inactive or inconclusive. This is a subset, so the mix of outcomes need not match the whole.
SMILES,PGK inhibitor,USP1-UAF1 inh,Pin1 inh,HP1b chromo inh,IDH1 R132H inh,GLS inhibitor,rTrxR1 inhibitor,TrxR1 substrate,PI4K2A inh
CC1=CCC[C@H]2[C@H](C1)C(=O)C[C@@H](C)[C@]2(C)CC/C(=C/CO)CO,-9%,-13%,4%,19%,-2%,2%,15%,4%,5
CCN(CC(=O)Nc1cc(Cl)ccc1C)C(=O)C1CC1,7%,-14%,-7%,14%,-2%,8%,-6%,-1%,5
Cc1ccc(OC(=O)c2ccccc2)cc1C,-3%,-23%,0%,207%[activator],3%,0%,-7%,-10%,1
COc1cccc2sc3ccc(NCc4ccc5c(c4)OCO5)cc3c(=O)c12,3%,14%,?,12%,10%,-15%,-17%,-3%,-10
O=C(Nc1cc(Cl)ccc1O)c1cc(-c2ccc3c(c2)OCO3)on1,4%,-29%,3%,3%,-14%,4%,?,-1%,-2
COC(=O)/C(=C\Nc1ccc(Cl)cc1Cl)NC(=O)c1ccc(OC)cc1,i,-13%,29%,8%,8%,-13%,7%,-5%,-1
Cc1ccc(-c2nnc(Nc3cccc(C(F)(F)F)c3)c3ccccc23)cc1S(=O)(=O)N1CCOCC1,3%,-25%,17%,23%,-11%,8%,20%[57.1 µM],0%[57.1 µM],1
COc1ccccc1NC(=O)c1sc2ncn(Cc3ccc(C)cc3)c(=O)c2c1C,·,-1%,16%,23%,1%,-4%,36%,69%[activator],0
Cn1c(C(=O)NCC2CCCO2)cc2c(=O)[nH]c3ccccc3c21 (configuration not stated),-14%,-7%,6%,24%,3%,-3%,1%,29%,-11
COc1ccc(S(=O)(=O)NC2(C(F)(F)F)NC(=O)N(CCc3ccc(OC)c(OC)c3)C2=O)cc1 (configuration not stated),-7%&-2%,-24%&-19%,10%&-1%,27%&65%,4%&8%,30%&0%,12%&6%,-6%&3%,-3&2
Cc1ccccc1-c1nnc(SCCC(=O)N2CCOCC2)o1,-3%,-6%,-7%,18%,5%,-8%,8%[57.1 µM],-14%,2
O=C(COc1ccccc1Cl)NCC1(N2CCOCC2)CCCCC1,-2%,-11%,-5%,50%[activator],13%,-4%,-8%,-10%,-11
COc1ccc(Nc2nccc(-c3ccc(C#N)cc3)n2)cc1,-10%,-19%,2%,16%,-2%,3%,-1%,13%[57.1 µM],-2
O=C(Nc1cccc(Cl)c1)N(Cc1nc2ccccc2c(=O)[nH]1)Cc1cccs1,1%,-24%,31%[activator],33%,-6%,-2%,-1%,-5%,1
CCOC(=O)CCCCC(=O)c1[nH]c(=O)[nH]c1Cn1ccnc1,-2%,-14%,-6%,40%,0%,20%,17%[57.1 µM],5%[57.1 µM],7
Cc1cc(=O)n2nc(N3CCCC3C(=O)NCCCN3CC(C)CC(C)C3)sc2n1 (configuration not stated),-6%,8%,-9%,18%,8%,2%,-7%,-6%,-17
CCc1ccc(OCc2nnc(SCC(=O)NC3CCCCC3)o2)cc1,6%,-13%,-4%,3%,-1%,-2%,23%[57.1 µM],10%[57.1 µM],1
C=Cn1cc[n+](CC(=O)c2ccc(Cl)cc2)c1,17%,-18%,3%,13%,14%,2%,24%[57.1 µM],10%[57.1 µM],1
O=C(COc1ccc(N2CC(C(=O)O)CC2=O)cc1)Nc1cccc(C(F)(F)F)c1 (configuration not stated),3%,-20%,-2%,40%[activator],4%,0%,-7%,1%,1
NS(=O)(=O)c1ccc(CCNc2nc(CN3CCCCC3)nc3sc4c(c23)CCC4)cc1,2%,-15%,-4%,33%,-2%,17%,-13%,5%,1
CC(=O)c1ccc(NC(=O)C(C)OC(=O)c2ccc3c(c2)nc(C)n3-c2ccccc2)cc1 (configuration not stated),-9%,-14%,7%,4%,-5%,8%,-4%,-1%,-5
Cc1cc(=S)cc(C)n1CCCO,-3%,-5%,9%,13%,1%,·,13µM*,-12%,0
O=C(CSc1nc(=O)n(Cc2ccncc2)c2c1CCC2)Nc1cccc(F)c1,i,-2%,-4%,33%,15%,-11%,-2%[57.1 µM],-6%[57.1 µM],-6
Cc1nnsc1C(=O)N/N=C/c1ccc2ccccc2c1O,-8%,-26%,?,13%,3%,27%,5%,-4%,-2
Cc1ccc(C(=O)OCC(=O)N2CC(C)CC(C)C2)cc1S(=O)(=O)N1CCCCC1 (configuration not stated),-7%,-22%,-9%,43%[activator],-14%,0%,-1%[57.1 µM],-4%[57.1 µM],2
CN(C)CC(C)(C)CNC(=O)c1cc(=O)c2ccccc2o1,-5%,-19%,4%,38%,7%,-5%,-4%,-4%,3
CC(=O)N1N=C(c2ccccc2)OC1c1ccc([N+](=O)[O-])s1 (configuration not stated),-2%,25µM*,·,-13%,24%,-9%,-66%,-6%[57.1 µM],-21
O=C(Nc1cccc(C(=O)N2CCN(c3ccccc3F)CC2)c1)c1nsc2ccccc12,-6%,-14%,10%,8%[57 µM],3%,1%,23%[57.1 µM],-3%[57.1 µM],0
O=C(Nc1ccc(N2CCOCC2)cc1N1CCOCC1)c1ccc(Br)cc1,-3%,-11%,-1%,16%,9%,3%,1%,-4%,-3
CC(C)N(C(=O)C[n+]1ccsc1N)c1ccccc1,-1%,-1%,-8%,16%,8%,5%,42%[activator][11.4 µM],16%[11.4 µM],-6
CCC(C)NC(=O)CSc1nc2cc3c(cc2c(=O)n1CCCC(=O)NCc1ccc2c(c1)OCO2)OCO3 (configuration not stated),0%,-8%,-12%,8%,1%,6%,12%[57.1 µM],1%[57.1 µM],5
CN1C(=S)SC(N2OC3C(=O)N(c4ccccc4)C(=O)C3C2c2ccc(Cl)cc2)C1(C)C (configuration not stated),-2%,1%,0%,5%,-2%,2%,8%,14%,-5
CCN(CC)C(=O)[C@H]1C[C@H](CC(=O)NCCCOC)C(=O)N2CCc3c([nH]c4cc(CCC(=O)N(C)C)ccc34)[C@]12C,i,-17%,-2%,38%[activator],-10%,-3%,7%,-2%,-3
CN(c1ccccc1C(=O)Nc1ccccc1C(=O)NCc1ccco1)S(C)(=O)=O,-3%,-5%,-1%,17%,1%,-2%,-24%[57.1 µM],4%[57.1 µM],3
O=C(CSc1ncnc2nc[nH]c12)c1ccccc1,-4%,2%,1%,27%,-1%,0%,-11%,-4%,0
N=C1C(c2nc3ccccc3s2)=C(O)CN1Cc1ccccc1,-9%,-8%,5%,59%[activator],0%,-14%,-2%,14%[57.1 µM],-7
CC(C)Oc1ccc(CNC2CCOC(C)(C)C2)cc1 (configuration not stated),-11%,-9%,0%,8%,3%,3%,8%[57.1 µM],7%[57.1 µM],5
CC(=O)c1ccc2c(c1)CC1(C2)Cc2cc3c(cc2C1)C(=O)CC3 (configuration not stated),-9%,-18%,-6%,52%[activator],6%,-5%,-14%,-8%,2
Cc1ccc2c(C(=O)CN3CCCCC3CCO)c(C)[nH]c2c1 (configuration not stated),i,-27%,2%,34%[activator],3%,5%,?,6%[57.1 µM],3
CCn1c(C)nc2cc(C(=O)OCCC(F)(F)F)ccc21,8%,-1%,-11%,28%,12%,4%,-1%[57.1 µM],11%[57.1 µM],6
CCOC(=O)CN1C(=O)N[C@@H](c2ccccc2)C(C(C)=O)=C1C,1%,-9%,?,18%,0%,0%,4%,-1%,0
CCCC(C(=O)Nc1cc(S(=O)(=O)N2CCOCC2)ccc1OC)c1ccccc1 (configuration not stated),9%,-6%,18%,25%,-2%,-6%,-11%,-5%,-2
CCOC(=O)c1ccc(NC(=S)Nc2ccccc2)cc1,i,-19%,-6%,2%,-1%,4%,-39%,10%[57.1 µM],-22
Cc1ccc(OCCNC(=O)C(C)SCC(=O)Nc2ccc(F)cc2)cc1 (configuration not stated),7%,-23%,?,33%,0%,-4%,-5%,-3%,1
CC(C)Oc1snc(Cl)c1C(N)=O,-10%,0%,-7%,20%,-3%,2%,-8%,-10%,1
C=CCn1c(C)cc(C(=O)COC(=O)c2ccc3c(c2)NC(=O)CS3)c1C,-10%,-22%,-9%,?,-4%,-4%,1%[57.1 µM],-4%[57.1 µM],-9
Cc1ccc(C2=NN(C3=NN=C(N)Cc4ncnn43)C(O)(C(F)(F)F)C2)cc1 (configuration not stated),3%,-22%,-6%,40%[activator],-3%,-2%,51%[activator],41%[activator],1
CC(COS(N)(=O)=O)Cc1ccc(C(F)(F)F)cc1 (configuration not stated),i,-31%,-3%,55%[activator],6%,-11%,24%[57.1 µM],-1%[57.1 µM],3
CN(C)c1ccc(C(=O)C(O)c2ccc(C(C)(C)C)cc2)cc1 (configuration not stated),-7%,-12%,1%,11%,-3%,-1%,-19%[57.1 µM],8%[57.1 µM],12
COc1ccc(N(CC(=O)NC2CCCCC2)S(=O)(=O)c2cccnc2)cc1,-9%,-17%,-6%,53%[activator],-5%,2%,14%,7%[57.1 µM],0
Cc1cc(C(=O)NCCC2=CCCCC2)no1,-1%,-17%,-1%,49%[activator],2%,-7%,-6%,-6%,-2

# Part of the list above in a different format.
# Value order: PGK inhibitor | USP1-UAF1 inh | Pin1 inh | HP1b chromo inh | IDH1 R132H inh | GLS inhibitor | rTrxR1 inhibitor | TrxR1 substrate | PI4K2A inh
- Cc1ccc(OCCNC(=O)C(C)SCC(=O)Nc2ccc(F)cc2)cc1 (configuration not stated)
→ 7% | -23% | ? | 33% | 0% | -4% | -5% | -3% | 1
- CC(C)Oc1snc(Cl)c1C(N)=O
→ -10% | 0% | -7% | 20% | -3% | 2% | -8% | -10% | 1

# Screening results as filed in PubChem.
